# From PubChem BioAssay
# NCOA2 inhibitor: human SRC2 (NCOA2) inhibition; Q15596; HEK293 GAL4-SRC2 luciferase reporter, luminescence; inhibition, % at 9 µM; 370,000 compounds, 0.17% hits;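 active means inhibition above the mean inhibition of all tested compounds plus 3 SD, set per campaign, cut at about 52% in these data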;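 further: 0% = DMSO treated cells and 100% = cells given Gossypol at 36 µM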
# Target sequence (Q15596 whole entry, looked up, the tested form may be a part): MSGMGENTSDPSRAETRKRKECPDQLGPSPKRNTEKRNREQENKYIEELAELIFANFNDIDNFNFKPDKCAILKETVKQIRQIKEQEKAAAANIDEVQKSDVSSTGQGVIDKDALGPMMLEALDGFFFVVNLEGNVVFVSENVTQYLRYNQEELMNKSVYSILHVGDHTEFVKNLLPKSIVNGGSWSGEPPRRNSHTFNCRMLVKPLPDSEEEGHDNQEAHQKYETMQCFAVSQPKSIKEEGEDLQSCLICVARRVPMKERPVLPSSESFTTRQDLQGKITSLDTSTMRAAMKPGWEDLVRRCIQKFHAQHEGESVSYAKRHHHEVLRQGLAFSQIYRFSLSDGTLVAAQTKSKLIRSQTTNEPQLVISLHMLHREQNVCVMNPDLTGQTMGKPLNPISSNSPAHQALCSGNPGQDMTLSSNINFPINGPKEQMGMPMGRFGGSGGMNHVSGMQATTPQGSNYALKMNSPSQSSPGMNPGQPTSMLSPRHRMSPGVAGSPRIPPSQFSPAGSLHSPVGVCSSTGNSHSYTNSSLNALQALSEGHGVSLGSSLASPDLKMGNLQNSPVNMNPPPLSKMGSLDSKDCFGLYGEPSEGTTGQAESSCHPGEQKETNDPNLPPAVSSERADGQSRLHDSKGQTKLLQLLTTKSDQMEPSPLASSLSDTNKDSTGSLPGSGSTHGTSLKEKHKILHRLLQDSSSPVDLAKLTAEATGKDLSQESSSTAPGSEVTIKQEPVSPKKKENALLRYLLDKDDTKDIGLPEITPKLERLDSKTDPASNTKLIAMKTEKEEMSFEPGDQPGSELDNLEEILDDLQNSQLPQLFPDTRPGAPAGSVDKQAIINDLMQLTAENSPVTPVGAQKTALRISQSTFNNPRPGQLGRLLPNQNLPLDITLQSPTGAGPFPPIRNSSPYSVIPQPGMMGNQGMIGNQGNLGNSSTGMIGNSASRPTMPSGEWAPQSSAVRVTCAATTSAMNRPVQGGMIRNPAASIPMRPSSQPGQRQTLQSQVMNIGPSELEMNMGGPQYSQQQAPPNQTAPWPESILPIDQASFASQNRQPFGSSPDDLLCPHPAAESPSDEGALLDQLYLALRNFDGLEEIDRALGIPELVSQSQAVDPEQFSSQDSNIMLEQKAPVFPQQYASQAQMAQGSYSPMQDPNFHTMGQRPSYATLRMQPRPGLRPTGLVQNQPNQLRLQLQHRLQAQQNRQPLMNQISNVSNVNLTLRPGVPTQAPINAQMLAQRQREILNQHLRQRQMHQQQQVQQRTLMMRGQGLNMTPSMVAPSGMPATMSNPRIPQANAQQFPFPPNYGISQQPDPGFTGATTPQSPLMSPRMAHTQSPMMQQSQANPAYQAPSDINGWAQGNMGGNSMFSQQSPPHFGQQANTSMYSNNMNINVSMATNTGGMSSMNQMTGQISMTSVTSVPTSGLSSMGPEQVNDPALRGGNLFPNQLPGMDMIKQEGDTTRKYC
# SRC1 inh: human NCOA1 inhibition | inhibition, % at 3.6 µM | Q15788 | AID 588354 | 360,000 compounds, 0.12% hits | HEK293 GAL4-SRC1 luciferase reporter, luminescence;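 active means inhibition above the campaign mean plus 3 SD, with each screening campaign given its own cutoff, cut at about 60% in these data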;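 further: 0% = DMSO treated cells and 100% = gossypol at 36 µM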
# LRH-1 inv ag: inverse agonists of human LRH-1 (NR5A2); 360,000 compounds, 0.13% hits; HEK293T StAR-luciferase reporter, LRH-1 transfected, 24 h; O00482; inhibition, % at 3.6 µM;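 active means inhibition above the mean inhibition of all tested compounds plus 3 SD, cut at about 73% in these data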;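 further: 0% = DMSO wells and 100% = reporter-only cells lacking LRH-1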
# TWEAK-Fn14 inh: inhibitors of TWEAK-Fn14 interaction signaling; 360,000 compounds, 2% hits; AID 1159606; TWEAK-stimulated Fn14 reporter cells, luciferase luminescence, 8 h; inhibition, % at 10 µM; in the data active means inhibition above about 50%
# COUP-TFII inh: inhibitors of human COUP-TFII (NR2F2) | 370,000 compounds, 0.7% hits | P24468 | inhibition, % at 8.6 µM | HEK293T NGFI-A luciferase reporter, luminescence;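 active means inhibition above a per-plate cutoff, mean inhibition of test wells between control levels plus 3 SD, cut at about 38% in these data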;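 further: cells cotransfected with COUP-TFII expression vector driving the NGFI-A reporter; 0% = median of COUP-TF2 test wells and 100% = reporter-only cells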
# NOD2 RIPK2 PPI: NOD2-RIPK2 protein interaction inhibition. CHO BLA complementation NOD2-RIPK2, CCF4 ratio. inhibition, % at 4.98 µM. 360,000 compounds, 0.38% hits. AID 624267; in the data active means inhibition above about 21%;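 further: 0% = vehicle only and 100% = reference blocker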
# ABHD5-PLIN5 inh: blocks binding of human ABHD5 to perilipin-5. Q00G26+Q8WTS1. Split G. princeps luciferase complementation, luminescence, 4 h. inhibition, % at 4 µM. 360,000 compounds, 0.78% hits. AID 602281;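 active means inhibition above the mean inhibition across every tested compound plus 3 SD, cut at about 22% in these data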;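 further: 0% = DMSO only wells and the 100% control is not disclosed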
# TROY NFkB inh: TROY signaling inhibition; Q293 LMP1-TROYcd NF-kB luciferase reporter, 4 h; AID 1347056; inhibition, % at 10 µM; 360,000 compounds, 0.98% hits;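 active means compounds whose plate-normalised and pattern-corrected inhibition of the luciferase reporter signal at the single screening dose is 50% or more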
# Granule exo inh: lytic granule exocytosis inhibition. TALL-104 LAMP-1 surface exposure, flow cytometry; cells stimulated with thapsigargin and PMA. inhibition, % at 10 µM. 360,000 compounds, 0.66% hits. AID 651702;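 active means inhibition above about 55%, limit read from the data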
# NCOA3 inh: inhibitors of human steroid receptor coactivator 3 (SRC3). AID 588352. 360,000 compounds, 0.17% hits. HEK293 GAL4-SRC3 luciferase reporter, luminescence. Q9Y6Q9. inhibition, % at 3.6 µM;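 active means inhibition above a per-campaign cutoff, the mean of all compounds plus 3 SD, cut at about 60% in these data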;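 further: 0% = DMSO-treated cells and 100% = gossypol-treated cells at 36 µM; higher means less SRC3-driven luciferase light from the GAL4 reporter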
# TLR9-MyD88 inh: TLR9-MyD88 interaction inhibition | Q9NR96+Q99836 | CHO BLA complementation TLR9-MyD88, CCF4 FRET ratio | inhibition, % at 4.98 µM | 340,000 compounds, 0.21% hits;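 active means inhibition above the mean over all tested compounds plus 3 SD, cut at about 21% in these data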;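 further: 0% = DMSO only wells and 100% = clavulanate BLA inhibitor control wells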
# Numbers without * were called inactive; x = not tested or not shown. A portion of the library; count on the stated rates, not on these rows.
SMILES,NCOA2 inhibitor,SRC1 inh,LRH-1 inv ag,TWEAK-Fn14 inh,COUP-TFII inh,NOD2 RIPK2 PPI,ABHD5-PLIN5 inh,TROY NFkB inh,Granule exo inh,NCOA3 inh,TLR9-MyD88 inh
COC(=O)Nc1sc2c(c1C(=O)NCc1ccco1)CCC2,6,4,-11,2,1,-6,1,1,9,15,0
O=C(CN(C(=O)CCC(=O)Nc1ccccn1)c1ccc(F)cc1)NCc1ccco1,-12,5,-17,40,-8,-18,7,1,0,-16,-12
CCCSc1ccc(C(=O)Nc2ccc(Cl)cc2)cn1,-45,-21,4,11,-1,2,-3,-39,0,-4,-6
CN(CC(=O)Nc1ccc(S(=O)(=O)N2CCCC2)cc1)Cc1cccc(Cl)c1Cl,8,-14,24,23,9,2,-5,23,3,7,10
OCC(O)C1OCOC(C(O)CO)C1O (stereo not given),-13,2,4,8,6,-5,-3,5,25,0,0
CC(=O)Nc1ccc(S(=O)(=O)NCc2csc(-c3cccnc3)n2)cc1,5,4,6,1,-2,-10,5,17,2,8,-3
Cc1ccc(/C=N/N2CCN(c3ccc(Cl)cc3)CC2)o1,-5,-4,14,3,4,2,17,11,-1,-14,3
N#Cc1cc(-c2ccc(Cl)cc2)cnc1Sc1ccc(F)cc1,6,6,20,-7,0,-15,-2,-49,2,11,-8
CCCCOC(=O)Oc1ccc2c(=O)c(Oc3cc(C)cc(C)c3)coc2c1,-34,-7,-11,35,5,-11,2,-1,18,21,10
CN1CCN(Cc2nc3ccccc3c(=O)n2CC#N)CC1,5,-8,13,8,9,-6,-1,-4,-6,-6,-6
O=C(Nc1ccc(F)cc1)N(Cc1ccco1)Cc1cc2cc3c(cc2[nH]c1=O)OCO3,4,-4,7,24,1,10,-3,11,0,0,0
CCC(c1nnnn1C(C)(C)C)N(Cc1ccco1)Cc1cc2cccc(C)c2[nH]c1=O (stereo not given),-2,-9,-15,13,5,-6,3,-15,-2,-21,6
COP(=O)(c1ccc(N(C)C)cc1)C(O)c1ccccc1 (stereo not given),-12,-60,-7,-8,2,0,3,2,3,0,4
O=C(NCCc1c[nH]c2ccccc12)c1ccc(Br)o1,-12,-18,-17,18,4,-5,-6,-50,-6,-34,-6
Cc1cc(C)n(-c2ccc(OCC(=O)O)nn2)n1,-10,8,6,1,12,-1,-1,19,-2,1,-4
COc1ccccc1N1CCN(c2ncnc3nc[nH]c23)CC1,-15,1,-2,-10,3,-7,3,2,8,-2,-3
COc1ccc(NC(=O)CN2CC(c3ccccc3)CC2=O)cc1OC (stereo not given),-5,11,0,-21,8,-4,1,-2,1,13,-6
O=C(CN1C(=O)CCOc2ccccc21)Nc1cccc(S(=O)(=O)N2CCOCC2)c1,6,10,-9,-1,-5,-8,-8,4,8,-2,-3
COC(=O)c1ccc2c(=O)n(Cc3ccc(C(=O)NC(C)C)cc3)c(=S)[nH]c2c1,-3,-25,-6,25,-8,-2,2,-20,-3,11,-5
COc1cc([N+](=O)[O-])cc2sc(NC(=O)C3CC3)nc12,-2,-9,-2,-7,-26,1,-4,1,1,-5,1
N#Cc1c(-c2ccccc2)c(-c2ccccc2)n(Cc2ccco2)c1NC(=O)c1cccs1,1,12,14,14,11,-15,9,19,-1,20,-15
[S-]C(=Nc1ccc(Cl)cc1)N[n+]1ccccc1,-11,-1,11,6,-3,-6,1,-6,4,-1,8
O=C(NNC(=O)c1cc(-c2ccccc2)nn1-c1ccccc1)c1ccccc1,-4,10,9,-1,6,3,1,-26,-1,5,1
COc1ccc(-c2ccc(CCC(=O)O)n2NC(=O)c2ccc(C(C)(C)C)cc2)cc1,5,7,-5,17,9,3,-1,-5,-2,10,2
Nn1c(-c2cccc(O)c2)nnc1-c1cccc(O)c1,15,-5,7,5,6,-6,1,2,-5,-6,10
c1ccc(-c2ccc(C3=Nn4c(nnc4-c4cc(-c5ccccc5)n[nH]4)SC3)cc2)cc1,-11,-4,0,8,-28,2,-3,14,4,10,1
CC(C)C(=O)NC(=S)Nc1sc2c(c1C(N)=O)CCCC2,-6,-52,-35,-7,-20,-5,-4,-44,-1,-22,2
O=c1c(C=Nc2ccc(Cl)cc2)c[nH]n1-c1cccc(Cl)n1,-25,-2,-3,-6,3,-5,-2,-12,-1,-20,3
COC(=O)c1cc(=O)n(Cc2cccs2)c(=NCc2cccs2)s1,-21,14,6,-4,5,2,-3,1,3,8,6
FC(F)(F)c1ccc(-c2nnc(-c3ccccn3)c(-c3ccccn3)n2)nc1,-29,14,-2,-1,-8,-6,-2,-1,-7,9,-8

# An excerpt of these results, with tabs:
mol	NCOA2 inhibitor	SRC1 inh	LRH-1 inv ag	TWEAK-Fn14 inh	COUP-TFII inh	NOD2 RIPK2 PPI	ABHD5-PLIN5 inh	TROY NFkB inh	Granule exo inh	NCOA3 inh	TLR9-MyD88 inh
CC(C)C(=O)NC(=S)Nc1sc2c(c1C(N)=O)CCCC2	-6	-52	-35	-7	-20	-5	-4	-44	-1	-22	2
O=c1c(C=Nc2ccc(Cl)cc2)c[nH]n1-c1cccc(Cl)n1	-25	-2	-3	-6	3	-5	-2	-12	-1	-20	3

# (listing goes on)
SMILES,NCOA2 inhibitor,SRC1 inh,LRH-1 inv ag,TWEAK-Fn14 inh,COUP-TFII inh,NOD2 RIPK2 PPI,ABHD5-PLIN5 inh,TROY NFkB inh,Granule exo inh,NCOA3 inh,TLR9-MyD88 inh
Cc1ccc(NC(=O)C2CCN(C(=O)c3cccs3)CC2)c(C)c1,16,-25,2,15,4,-8,-14,1,16,-6,-9
CC[C@@H]1C=C(C(=O)O)[C@H](c2ccc(OC)c(OC)c2)N1S(=O)(=O)c1ccc(C)cc1,14,17,-7,7,0,-12,-1,16,0,-12,1
O=C(NCc1ccccc1)C(C1CC1)n1c(=O)c(-c2cc3ccccc3[nH]2)nc2ccccc21 (stereo not given),-30,x,10,x,27,45*,-3,x,8,x,x
COc1cc(/C=C/c2cccc[n+]2C)ccc1OCC(=O)Nc1ccccc1C,-22,-2,7,9,-6,1,3,8,3,6,-2
O=C(Cc1cccs1)Nc1nnc(SCc2cccc3ccccc23)s1,8,-2,-18,-2,3,-1,-18,-11,11,5,4
COc1ccc(-n2c(CNC(=O)COc3ccc(Cl)cc3Cl)n[nH]c2=S)cc1,9,-8,-20,3,6,0,3,3,0,16,1
CN(C(=O)COC(=O)c1ccc(Cl)cc1N)C1CCCCC1,-17,-25,-22,-16,-10,-1,2,-12,-12,-14,6
COc1cc(NC(=O)CN2C(=O)C(=O)N(C3CCCC3)C2=O)cc(OC)c1,-2,3,13,-5,-4,1,5,-17,7,23,-3
CC(=O)NN1C(=O)/C(=C/c2ccc(Br)o2)SC1=S,16,4,-4,-17,3,5,1,7,-1,11,-6
Cc1ccc(-c2nc(C)sc2CC(=O)Nc2cccc(C)c2C)cc1,27,3,-5,9,-7,-10,0,-8,2,18,6
O=C(Nc1ccc(S(=O)(=O)N2CCCCC2)cc1)c1ccc(CN2CCOCC2)cc1,x,28,50,68*,x,-6,2,53*,2,45,-2
CC(=O)c1ccc(N2CCN(C(=O)c3ccc(NC(=O)C4CCCO4)cc3)CC2)cc1 (stereo not given),4,-4,-4,4,-25,0,1,-11,-2,-2,-10
S=C(Nc1cccc2ccccc12)NC1CCCCC1,-27,-32,-60,-26,4,0,-14,43,-3,-55,3
Cc1ccc(C)c(N(C)S(=O)(=O)c2ccc3[nH]cc(C(=O)NCCN4CCOCC4)c(=O)c3c2)c1,-31,3,13,-8,-3,-4,6,-1,-5,-7,2
Cc1c(O)ccc2c(CN3CCN(CCO)CC3)cc(=O)oc12,-4,2,18,10,-3,12,-1,22,-3,1,27*

# Part of the list above in order of number of heavy atoms, highest first:
SMILES,NCOA2 inhibitor,SRC1 inh,LRH-1 inv ag,TWEAK-Fn14 inh,COUP-TFII inh,NOD2 RIPK2 PPI,ABHD5-PLIN5 inh,TROY NFkB inh,Granule exo inh,NCOA3 inh,TLR9-MyD88 inh
Cc1ccc(C)c(N(C)S(=O)(=O)c2ccc3[nH]cc(C(=O)NCCN4CCOCC4)c(=O)c3c2)c1,-31,3,13,-8,-3,-4,6,-1,-5,-7,2
O=C(NCc1ccccc1)C(C1CC1)n1c(=O)c(-c2cc3ccccc3[nH]2)nc2ccccc21 (stereo not given),-30,x,10,x,27,45*,-3,x,8,x,x
O=C(Nc1ccc(S(=O)(=O)N2CCCCC2)cc1)c1ccc(CN2CCOCC2)cc1,x,28,50,68*,x,-6,2,53*,2,45,-2
COc1ccc(-n2c(CNC(=O)COc3ccc(Cl)cc3Cl)n[nH]c2=S)cc1,9,-8,-20,3,6,0,3,3,0,16,1
COc1cc(NC(=O)CN2C(=O)C(=O)N(C3CCCC3)C2=O)cc(OC)c1,-2,3,13,-5,-4,1,5,-17,7,23,-3
O=C(Cc1cccs1)Nc1nnc(SCc2cccc3ccccc23)s1,8,-2,-18,-2,3,-1,-18,-11,11,5,4
Cc1ccc(-c2nc(C)sc2CC(=O)Nc2cccc(C)c2C)cc1,27,3,-5,9,-7,-10,0,-8,2,18,6
Cc1ccc(NC(=O)C2CCN(C(=O)c3cccs3)CC2)c(C)c1,16,-25,2,15,4,-8,-14,1,16,-6,-9
Cc1c(O)ccc2c(CN3CCN(CCO)CC3)cc(=O)oc12,-4,2,18,10,-3,12,-1,22,-3,1,27*
CN(C(=O)COC(=O)c1ccc(Cl)cc1N)C1CCCCC1,-17,-25,-22,-16,-10,-1,2,-12,-12,-14,6
S=C(Nc1cccc2ccccc12)NC1CCCCC1,-27,-32,-60,-26,4,0,-14,43,-3,-55,3

# Further compounds follow:
SMILES,NCOA2 inhibitor,SRC1 inh,LRH-1 inv ag,TWEAK-Fn14 inh,COUP-TFII inh,NOD2 RIPK2 PPI,ABHD5-PLIN5 inh,TROY NFkB inh,Granule exo inh,NCOA3 inh,TLR9-MyD88 inh
O=C(Nc1ccc2ccccc2c1)[C@@H]1C[C@H]1[C@@H](NP(=O)(c1ccccc1)c1ccccc1)c1ccccc1,8,4,2,32,13,4,-11,16,-7,-10,-17
COc1ccc(-n2c(CN3CCN(c4ccccc4OC)CC3)nc3ccc([N+](=O)[O-])cc3c2=O)c(OC)c1,-6,-16,17,26,-5,1,-10,21,14,0,-8
O=C(CCC1CCN(C(=O)c2ccco2)CC1)NCc1ccc(F)cc1,-9,-4,-5,0,-14,-8,-5,-3,-3,1,5
COC(=O)C1CCN(S(=O)(=O)CCNC(=O)c2ccccc2)CC1,-16,-16,-6,2,3,-1,-3,-4,-1,4,0
CCCCn1c(SCC(=O)c2ccccc2)nc2ccsc2c1=O,2,8,-2,32,6,-9,1,12,-4,7,16
Cc1ccc(S(=O)(=O)NC(=O)NCc2ccccc2)cc1,8,-39,8,-13,7,-4,0,-10,3,-16,-2
O=C(Nc1ccc(OCc2ccccc2)cc1)Nc1nnc([C@H]2C[C@H](O)[C@@H](CO)O2)s1,-30,-6,-8,-21,-3,-9,1,-12,4,-3,x
O=C(CCNC(=O)c1ccccc1)NNC(=O)c1ccccc1Br,-29,10,-25,5,0,-16,1,0,-8,-1,-1
COc1cccc(C(=O)NCC(=O)N2CCN(c3ccc(C(F)(F)F)cn3)CC2)c1,-4,11,5,4,10,5,-6,20,-1,18,1
